PfM18AAP inh = blocks P. falciparum M18 aspartyl aminopeptidase | recombinant PfM18AAP, H-Glu-NHMec fluorogenic cleavage | inhibition, % at 7.35 µM | actives 1.2% (n = 290,000) | AID 1822;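 active means inhibition above the campaign mean inhibition over all tested compounds plus 3 SD, cut at about 28% in these data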;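 further: 0% = plate median of test compound wells and 100% = 2 mM ZnCl2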
VIM-2 inh = inhibitors of Pseudomonas aeruginosa VIM-2 metallo-beta-lactamase. inhibition, % at 5.6 µM. purified VIM-2, nitrocefin hydrolysis, epi-absorbance fluorescence. actives 0.89% (n = 290,000);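 active means inhibition above the mean of all tested compounds plus 3 SD, cutoff set per screening run, cut at about 7.5% in these data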;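 further: red hydrolysis product quenches plate fluorescence so inhibitors raise well fluorescence; 0% = enzyme with DMSO and 100% = DMSO without enzyme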
MEKK2 mut-MEK5 = signal of MEK5 binding to mutant human MEKK2 PB1 domain | bead flow cytometry, Alexa488-MEK5 binding to MEKK2 mutant | percent response, % at 10 µM | actives 0.35% (n = 290,000) | AID 1530; in the data active means percent response above about 24%, passing the limit was not always enough; further: inactives centre near 1; some results filed as inactive read as strong as hits
UBC9 SUMO inh = SUMOylation inhibition; P63279; HTRF SUMOylation assay, SAE1/SAE2 + UBC9, in vitro; inhibition, % at 35 µM; actives 0.36% (n = 290,000); AID 2006; in the data active means inhibition above about 50%, passing the limit was not always enough; further: strong numbers were not always called active
Target sequence (P63279 whole entry, looked up): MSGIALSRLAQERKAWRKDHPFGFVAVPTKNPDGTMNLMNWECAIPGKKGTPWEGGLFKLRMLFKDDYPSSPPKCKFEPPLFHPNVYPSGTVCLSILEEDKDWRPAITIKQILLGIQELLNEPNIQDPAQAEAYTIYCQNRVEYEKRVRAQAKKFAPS
NALP1 inh = blocks the NALP1 inflammasome reconstituted in yeast | S. cerevisiae NALP1/ASC/caspase-1 growth, X-gal OD620, 72 h | inhibition, % at 10 µM | actives 0.61% (n = 280,000) | AID 2071; in the data active means inhibition mostly above about 24%, no sharp cut-off; inactive means mostly below about 32%; further: some compounds called inactive have numbers as strong as hits
IMP-1 inhibitor = blocks Pseudomonas aeruginosa IMP-1 metallo-beta-lactamase | purified IMP-1, nitrocefin hydrolysis, epi-absorbance fluorescence | inhibition, % at 5.6 µM | actives 0.45% (n = 290,000);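 active means inhibition above the mean plus 3 SD of all compounds in the same screening run, cut at about 4.5% in these data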;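 further: 0% = IMP-1 with DMSO and 100% = DMSO wells lacking enzyme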
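assay system = purified recombinant IMP-1 metallo-beta-lactamase enzyme | schedule = 15 min preincubation plus 25 min reaction at 25 °C | signal = Epi-absorbance fluorescence, 480 nm excitation, 530 nm emission | read-out basis = percent inhibition from optical density relative to buffer-blank wells | controls = IMP-1 with DMSO as 0%, enzyme-free DMSO as 100%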
NS3 helicase inh = HCV NS3 helicase inhibition; NS3 helicase DNA unwinding, Cy5 molecular beacon fluorescence; inhibition, % at 10.9 µM; actives 0.56% (n = 290,000);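 active means inhibition above the mean of all tested compounds plus 3 SD, set per campaign, cut at about 35% in these data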;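 further: 0% = DMSO wells and 100% = thioflavine S control wells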
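Assay system: hepatitis C virus NS3 helicase domain fragment enzyme. Also added: annealed dual-labelled DNA beacon duplex, ATP-started. Timing: 1 h reaction at 25 °C, ATP-initiated. Technique: Cy5 fluorescence at 0 and 60 min, beacon hairpin quenching. Evaluation: % inhibition of unwinding. Replication: one well per compound.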
MEKK2wt PB1 HTS = raises or lowers MEK5 binding to wildtype human MEKK2 PB1 domain; actives 1.1% (n = 290,000); bead flow cytometry, Alexa488-MEK5 binding to MEKK2 WT; actives lie on both sides; binding response (% of control), % at 10 µM; AID 1531; Q9Y2U5; in the data active means binding response below about 67% or above about 130%
FID counter = counter-screen for HCV NS3 helicase inhibitors: DNA intercalator displacement; DNA fluorescent intercalator displacement, fluorescence; inhibition, % at 7.9 µM; actives 0.17% (n = 290,000); AID 1845; in the data active means inhibition above about 37%;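 further: 0% = vehicle and 100% = reference compound; higher means more ethidium bromide displaced from hairpin DNA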
Active calls of the source: *; . = no result given. Rows are unselected; any-hit rate near 4.7%.

SMILES | PfM18AAP inh | VIM-2 inh | MEKK2 mut-MEK5 | UBC9 SUMO inh | NALP1 inh | IMP-1 inhibitor | NS3 helicase inh | MEKK2wt PB1 HTS | FID counter
CCOc1cc(C(C(=O)NCC2CCCO2)N(C(=O)Cn2nnc3ccccc32)c2ccccc2C)ccc1O (centres undefined) | -4 | -1.2 | -1 | 2 | -7 | -1.2 | 2 | 105 | -41
O=C(NN(C(=O)C1CC1)c1nc2ccccc2s1)C1CC1 | 25 | -2.1 | -1 | -10 | 22 | -1.7 | -2 | 101 | 0
CCCc1nc2ccccc2c(=O)n1NC(=O)c1c(O)c2cccc3c2n(c1=O)CCC3 | -4 | -2.0 | 6 | -19 | 28 | -1.5 | -3 | 102 | -4
CCc1nnc(N2C(=N)SCC2=O)s1 | -1 | -4.3 | 6 | 17 | -8 | -3.3 | 8 | 100 | 8
COc1ccc(N2CCN(C(=O)C(=O)c3c(C)n(C)c4ccccc34)CC2)cc1 | 6 | 2.4 | -26 | 8 | 5 | 1.2 | -7 | 74 | -7
O=C(CN1C(=O)S/C(=C/c2cccnc2)C1=O)N1CCOCC1 | 8 | -4.9 | -5 | 15 | 39 | -1.3 | -5 | 89 | 2
COc1ncccc1-c1nnn(-c2ccc(F)cc2)n1 | 2 | -1.1 | 3 | 7 | -10 | -1.7 | 5 | 96 | -8
CN(C)C(=O)c1ccc(N/C=C(\C=O)c2nc3ccccc3o2)cc1 | 5 | -2.2 | -10 | 0 | -3 | -3.6 | 1 | 95 | -1
COc1ccc(/C=C2\SC(=S)N(N3CCOCC3)C2=O)c(OC)c1 | -6 | 0.6 | -8 | -14 | . | -0.2 | -7 | 68 | 3
Cc1nc2cc(N3CCCCC3)c(NC(=O)c3ccncc3)cc2c(=O)n1Cc1ccccc1 | 0 | -0.9 | 3 | 11 | -4 | 3.9 | 0 | 108 | 0
Cn1c(N2CCN(C(=O)Nc3ccc(F)cc3)CC2)nc2ccccc21 | -5 | -0.2 | 5 | 10 | 12 | -1.6 | -4 | 88 | -12
CCOC(=O)COc1cc(-n2c(=S)[nH]c3ccccc3c2=O)c(Cl)cc1Cl | -2 | -8.2 | -2 | 4 | 9 | -5.3 | 6 | 98 | -10
N#Cc1c(-c2ccco2)ccn(Cc2ccc(F)cc2)c1=O | 3 | -4.0 | -1 | 14 | 8 | -3.3 | 5 | 112 | -2
Nc1ccc2oc3ccccc3c2c1 | 7 | -2.3 | 17 | 22 | 28 | -1.6 | -14 | 112 | 8
CC(C)(C)c1ccc(C(=O)Nc2cccc(C(=O)N3CCOCC3)c2)cc1 | -7 | -0.2 | 2 | 9 | 12 | 0.0 | -5 | 99 | -46
Cc1ccccc1C(=O)NNC1CC(=O)N(c2ccc3c(c2)OCCO3)C1=O (centres undefined) | 6 | -1.9 | -3 | 9 | 25 | 1.8 | 11 | 95 | -7
COc1ccc(OC)c(S(=O)(=O)N2CCC(C(=O)N3CCc4ccccc4C3)CC2)c1 | -9 | -2.3 | -1 | 21 | 10 | -3.5 | -2 | 100 | -35
Nc1c(-c2ccccn2)cnn1-c1nc(-c2ccc(F)cc2)cs1 | -8 | -1.1 | -5 | -7 | 17 | -0.6 | -7 | 97 | -4
COc1ccccc1N1CCN(c2ccc3cc(S(=O)(=O)N4CCCCC4)ccc3n2)CC1 | 10 | -2.8 | 5 | 18 | 1 | -5.5 | -18 | 99 | -27
O=C(O)CCCn1cc(NC(=O)c2ccc(Br)o2)cn1 | -1 | -2.0 | 9 | 2 | -2 | -1.9 | 3 | 98 | -2
Nc1cc(=O)nc(SCC(=O)Nc2ccccc2)n1-c1ccccc1 | 3 | -0.9 | 1 | -15 | 14 | -3.1 | 1 | 103 | -5
O=C(CN1CCN(c2cccc(C(F)(F)F)c2)CC1)NCc1ccccc1 | -2 | -3.8 | 4 | -9 | . | -0.8 | -5 | 106 | -23
CCc1ccc(N(C(C)=O)c2nc(CCl)cs2)cc1 | -1 | -0.1 | -4 | 8 | 14 | 0.6 | 1 | 93 | 0
CN1CCN(S(=O)(=O)c2ccc(Cl)c3ccccc23)CC1 | 0 | 0.2 | 3 | 0 | 19 | -1.7 | 5 | 103 | 6
COc1ccc(CCNc2cc(N3CCN(C(=O)c4ccccc4F)CC3)ccc2[N+](=O)[O-])cc1OC | 4 | -0.3 | . | -5 | 25 | -3.0 | -2 | . | -2
CCOc1ccccc1C1N(c2ccc(F)cc2)C(=O)C2CCCN21 (centres undefined) | 1 | -7.0 | 1 | -6 | 18 | -3.7 | -2 | 93 | -2
CCOC(=O)CCc1c(C)c(C#N)c2[nH]c3ccccc3n2c1=O | -3 | 2.0 | 5 | 66 | 11 | -1.6 | 1 | 106 | -5
COc1ccc(C2=NS(=O)(=O)N(C)C(C(=O)Nc3cc(OC)c(OC)c(OC)c3)=C2)cc1 | 5 | 0.9 | 0 | . | 8 | -2.3 | -1 | 102 | -16
COC(=O)c1c(NC(=O)CN2CCC3(O)CCCCC3C2c2ccccc2OC)sc(C)c1C (centres undefined) | 10 | 0.8 | -6 | -28 | -1 | -0.5 | 8 | 90 | -5
CCCCOc1ccc(-c2nnn(C(C)(C)C(=O)OC)n2)cc1 | 2 | -2.8 | -5 | -2 | . | -3.3 | -2 | 90 | -13

Taken from above.
CCc1ccc(N(C(C)=O)c2nc(CCl)cs2)cc1 | NALP1 inh: 14
COc1ccc(OC)c(S(=O)(=O)N2CCC(C(=O)N3CCc4ccccc4C3)CC2)c1 | NS3 helicase inh: -2

Some of these compounds in order of the MEKK2 mut-MEK5 value, highest first:
mol | MEKK2 mut-MEK5
COc1ccc(C2=NS(=O)(=O)N(C)C(C(=O)Nc3cc(OC)c(OC)c(OC)c3)=C2)cc1 | 0
CCCCOc1ccc(-c2nnn(C(C)(C)C(=O)OC)n2)cc1 | -5
COC(=O)c1c(NC(=O)CN2CCC3(O)CCCCC3C2c2ccccc2OC)sc(C)c1C (centres undefined) | -6

Next part.
SMILES | PfM18AAP inh | VIM-2 inh | MEKK2 mut-MEK5 | UBC9 SUMO inh | NALP1 inh | IMP-1 inhibitor | NS3 helicase inh | MEKK2wt PB1 HTS | FID counter
COc1ccc(COC(=O)NNC(=O)c2ccc(OC)cc2)cc1 | 2 | -2.4 | 7 | 3 | -39 | -3.4 | 6 | 99 | -4
CSc1nncc(-c2ccc(F)cc2)n1 | -9 | -4.0 | -14 | 21 | 18 | -4.2 | 0 | 85 | 0
Cc1[nH]nc2c1C(c1ccccc1F)NC2=O (centres undefined) | -3 | -4.8 | 14 | 4 | 0 | -1.6 | -1 | 111 | -1
COc1ccccc1N=C(C)C1=C(O)CC(c2ccccc2)CC1=O (centres undefined) | -1 | -3.5 | -1 | 2 | -5 | -3.9 | 0 | 97 | -3
O=C(CNC(=O)c1ccncc1)N/N=C/c1cc(Br)ccc1OCc1ccccc1 | -21 | -0.6 | 11 | 12 | 8 | -1.9 | -6 | 93 | -28
COCc1nnc(NC(=O)c2ccc(S(=O)(=O)N(C)C3CCCCC3)cc2)o1 | -1 | -6.3 | -3 | 22 | -7 | -4.2 | 5 | 92 | -39
S=c1nc(COc2ccccc2)[nH]c2ccccc12 | 16 | 7.2 | -1 | 5 | 14 | 0.8 | 42* | 92 | -13
CCCn1c(-c2cc(OC)c(OC)c(OC)c2)nc2nc3ccccc3nc21 | 7 | -1.4 | -1 | -4 | 1 | -2.2 | -5 | 99 | -31
CCCn1c(C(C)Nc2nc(-c3ccc(Cl)c([N+](=O)[O-])c3)cs2)nc2cc(Cl)c(N3CCCCC3)cc21 (centres undefined) | 27 | -2.6 | 0 | 4 | 17 | -2.1 | 92* | 95 | -22
CCC/S(CC1CC1(Cl)Cl)=N\S(=O)(=O)c1ccc(C)cc1 (centres undefined) | 5 | 0.8 | 13 | 6 | 39 | 0.9 | -7 | 109 | -10
COC(=O)C1CN(C(=O)COc2cc(C)cc(C)c2)c2ccccc2O1 (centres undefined) | 3 | 0.5 | -1 | -23 | 13 | 0.0 | 10 | 104 | -32
Cc1ccc2c(c1)N(CC(=O)NCCCc1ccccc1)C(=O)c1cccnc1O2 | 0 | -0.4 | -1 | -7 | 24 | -1.7 | -3 | 99 | -42
CCCCNC(=O)NS(=O)(=O)c1ccc(NC(=O)C(NC(N)=O)C(C)CC)cc1 (centres undefined) | -7 | -1.7 | -8 | 12 | . | -4.1 | -2 | 102 | -7
C=CCNC(=O)C1CC(=O)N(c2ccc(C)cc2)C1 (centres undefined) | 4 | -3.0 | 3 | 18 | -12 | -4.7 | 0 | 100 | 0
CCOc1c(Cl)cc(/C=N/O)cc1OC | -2 | 0.0 | 2 | -5 | 10 | -2.0 | -9 | 102 | 0
COc1ccccc1OCc1ccc(C(=O)NCC(C)C)o1 | 2 | -3.9 | 0 | 2 | -5 | -3.8 | 1 | 97 | -13
O=C(c1cc2c(s1)CCCC2)N1CCN(Cc2ccc3c(c2)OCO3)CC1 | 1 | -2.7 | 3 | 20 | 10 | 0.1 | -24 | 106 | -19
Cc1cc(NC(=O)COC(=O)c2ccco2)no1 | -14 | 0.6 | -1 | 15 | 16 | -2.1 | 10 | 98 | 1
NC(N)=NS(=O)(=O)c1ccc(N)cc1 | -5 | -1.9 | 6 | 6 | 22 | -2.5 | -1 | 96 | -3
O=C(COC(=O)CN1C(=O)c2ccccc2C1=O)NC1CCCC1 | 1 | -2.5 | -3 | 6 | 8 | -3.9 | 7 | 97 | -5
Cc1nnc(SCC(=O)NCC2CCCCC2)n(N)c1=O | -3 | 0.0 | 3 | 9 | 3 | -0.8 | -2 | 103 | 0
COc1cccc(NC(=O)COC(=O)c2cc(S(=O)(=O)N3CCOCC3)ccc2C)c1 | -5 | -3.7 | 8 | 6 | 27 | -3.7 | 3 | 116 | -15
CCCNC(=O)Nc1cccc(NC(C)=O)c1 | -5 | -1.4 | 16 | 10 | -20 | -1.2 | -1 | 106 | -5
Cc1ccc(S(=O)(=O)N2CCN(C(=O)CCn3cncn3)CC2)cc1 | 1 | -2.1 | 7 | -5 | 10 | -3.0 | 17 | 103 | -3
COc1cc(/C=N/NC(=O)CC(=O)NC2CCCCC2)ccc1O | -3 | -0.1 | -5 | -6 | -5 | -1.1 | 1 | 95 | -7
Cc1ccc(NC(=O)CN2CCCCC2)c2c1CC(C)(C)O2 | -12 | -1.5 | 3 | -2 | 13 | -3.9 | 18 | 102 | 4
Cc1ccc(N/N=C(\C#N)C(=N)N2CCCCCC2)cc1 | -14 | 0.7 | 0 | -7 | -1 | -0.2 | -11 | 99 | 12
CCOC(=O)CCNC(=O)c1ccc2nc(C3CCCCC3)oc2c1 | 1 | -2.4 | 10 | -7 | -26 | -2.2 | 11 | 105 | -31
O=C(O)CCCC(=O)NNC(=O)c1cccc(Br)c1 | 2 | -2.6 | 4 | 4 | -9 | -3.7 | 0 | 105 | 3
Cc1cc(OCc2nn[nH]n2)c2c(-c3ccccc3)cc(=O)oc2c1 | 3 | 0.6 | 1 | 35 | 6 | -4.3 | 0 | 105 | -9

Screening data as filed in PubChem.
